GLD-1 RNA inh: GLD-1-TGE RNA interaction inhibition (C. elegans) | Q17339 | purified GLD-1 + fluorescein TGE RNA, fluorescence polarization | inhibition, % at 5.96 µM | 320,000 compounds, 0.44% hits;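 active = percent inhibition above a per-plate cutoff, the plate mean of test compounds plus 3 SD, cut at about 30% in these data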;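 also: 0% = DMSO wells with GLD-1 and probe and 100% = wells lacking GLD-1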
AGP1-GFP MLPCN: modulators of TOR pathway AGP1-GFP in S. cerevisiae; S. cerevisiae AGP1-GFP multiplex flow cytometry, 3 h; GFP as percent of DMSO wells; GFP response vs DMSO, % at 10 µM; 320,000 compounds, 0.02% hits; AID 2066;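 active = GFP response relative to DMSO above a set limit, near screen average plus 3 SD, cut at about 150% in these data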;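 also: median GFP channel fluorescence of the gated AGP1 strain per well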
MEX-5 binding: C. elegans MEX-5 TCR-2 RNA binding activity; MEX-5/FITC-TCR2 RNA binding, fluorescence polarization; active compounds read low; Q9XUB2; activity score (negative = inhibition of binding), % at 10 µM; 300,000 compounds, 0.38% hits;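 active = inhibition past about -25% in most replicates, and total fluorescence under double the plate's negative control median, limit read from the data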;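 also: 0% = DMSO and -100% = 5 µM competing unlabeled TCR2 RNA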
Target sequence (Q9XUB2 whole entry, looked up): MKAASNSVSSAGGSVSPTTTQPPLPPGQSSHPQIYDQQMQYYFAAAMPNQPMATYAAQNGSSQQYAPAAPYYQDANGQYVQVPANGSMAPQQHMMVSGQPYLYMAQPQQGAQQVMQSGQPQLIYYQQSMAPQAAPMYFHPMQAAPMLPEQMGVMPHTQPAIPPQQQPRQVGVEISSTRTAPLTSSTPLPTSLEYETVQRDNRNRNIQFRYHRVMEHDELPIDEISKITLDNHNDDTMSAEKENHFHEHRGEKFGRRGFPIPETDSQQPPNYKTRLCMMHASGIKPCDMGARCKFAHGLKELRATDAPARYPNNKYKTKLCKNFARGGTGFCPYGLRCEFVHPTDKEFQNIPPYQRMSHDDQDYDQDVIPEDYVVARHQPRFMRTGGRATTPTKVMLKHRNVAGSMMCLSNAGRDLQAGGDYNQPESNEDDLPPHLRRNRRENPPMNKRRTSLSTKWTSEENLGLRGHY
MCL1 BIM primary: inhibitors of human MCL1 binding to BIM-BH3 peptide; Q07820; GST-MCL1 / FITC-Bim-BH3 fluorescence polarization; inhibition, % at 10.9 µM; 320,000 compounds, 0.68% hits; AID 2057;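 active = inhibition above the mean inhibition of all tested compounds plus 3 SD, set per campaign, cut at about 40% in these data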;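 also: 0% = DMSO wells and 100% = unlabeled Bim-BH3 peptide control; higher means more loss of mP so more displacement of Bim peptide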
Target sequence (Q07820 whole entry, looked up): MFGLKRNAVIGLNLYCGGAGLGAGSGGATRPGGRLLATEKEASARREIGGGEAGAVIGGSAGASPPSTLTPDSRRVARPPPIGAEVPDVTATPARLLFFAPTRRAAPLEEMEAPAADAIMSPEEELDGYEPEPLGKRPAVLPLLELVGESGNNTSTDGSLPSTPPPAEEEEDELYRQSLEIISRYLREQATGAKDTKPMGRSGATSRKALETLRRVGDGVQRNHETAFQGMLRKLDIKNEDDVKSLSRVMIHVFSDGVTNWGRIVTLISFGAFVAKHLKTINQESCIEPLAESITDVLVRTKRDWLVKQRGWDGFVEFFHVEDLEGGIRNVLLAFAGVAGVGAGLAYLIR
BCLXL inh: inhibitors of human Bcl-xL; 320,000 compounds, 0.7% hits; AID 2129; GST-Bcl-xL / FITC-Bim BH3 peptide fluorescence polarization; inhibition, % at 10.9 µM; Q07817;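 active = inhibition above the mean of all tested compounds plus 3 SD, cutoff set per campaign, cut at about 30% in these data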;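 also: 0% = DMSO wells and 100% = unlabeled Bim-BH3 peptide competitor; inhibitors lower millipolarization by displacing the labeled peptide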
Target sequence (Q07817 whole entry, looked up): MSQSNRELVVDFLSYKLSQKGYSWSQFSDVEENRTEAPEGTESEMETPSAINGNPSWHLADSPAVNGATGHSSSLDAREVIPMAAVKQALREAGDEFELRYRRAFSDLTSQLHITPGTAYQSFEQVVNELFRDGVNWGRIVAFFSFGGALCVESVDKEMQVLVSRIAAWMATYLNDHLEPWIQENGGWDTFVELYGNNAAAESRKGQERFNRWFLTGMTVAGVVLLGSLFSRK
VLA-4 inh: inhibition in a human VLA-4 binding assay | inhibition, % (about 7 µM as worked out from the volumes in the protocol) | AID 2557 | VLA-4 expressing cells, ligand binding flow cytometry | 330,000 compounds, 0.2% hits; in the data active = inhibition above about 50%
Yeast superoxide: caloric restriction mimetics inhibiting age-related superoxide in yeast; S. cerevisiae aged cells, superoxide DHE fluorescence; active compounds read low; superoxide response (% of plate mean), % at 10 µM; 330,000 compounds, 0.18% hits;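 active = superoxide response under a set limit, about three screen SD below normal, cut at about 65% in these data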;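 also: yeast aged for seven days with compound at 30 °C before DHE staining; 100% = average MFI of all compound-treated wells on the plate with controls excluded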
CIT2-GFP yeast: alters CIT2-GFP fluorescence in TOR pathway yeast screen; S. cerevisiae CIT2-GFP strain, flow cytometry, 3 h; 100 means same as DMSO wells; GFP response vs DMSO, % at 10 µM; AID 2029; 320,000 compounds, 0.065% hits;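 active = GFP response relative to DMSO above a set limit, near the screen mean plus 3 SD, cut at about 150% in these data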;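 also: ratio of well median GFP fluorescence to mean of DMSO wells on the plate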
GRK2 inh: human GRK2 inhibition via aptamer displacement. bead flow cytometry, FAM-aptamer displacement from GRK2. inhibition of aptamer binding, % at 10 µM. 330,000 compounds, 0.59% hits. AID 488847;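 active = inhibition of aptamer binding above 40%, roughly 3 SD of noise, on plates passing a quality check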;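 also: median bead fluorescence of bound FAM aptamer so fluorescent compounds give negative values; no value below 0 was filed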
* = called active by the depositor; · = not tested or not shown.

SMILES	GLD-1 RNA inh	AGP1-GFP MLPCN	MEX-5 binding	MCL1 BIM primary	BCLXL inh	VLA-4 inh	Yeast superoxide	CIT2-GFP yeast	GRK2 inh
COc1ccc(NC(=O)c2cccc3c2C(=O)N(CC2CCCO2)C3)cc1OC (stereo not given)	-1	99	-1.1	8	7	8	85	103	0
CCN(CC)S(=O)(=O)c1cccc(C(=O)N[C@H](C(=O)OCC(=O)Nc2ccccc2)C(C)C)c1	3	101	1.9	-3	0	1	105	91	4
COc1cc(C=O)ccc1OCc1ccncc1	8	96	-1.3	4	2	8	104	108	0
CCCn1c(SCc2ccccn2)nc2c1c(=O)n(C)c(=O)n2C	-4	104	2.7	-7	-4	-8	99	104	0
O=C1C2C3c4ccccc4C(c4ccccc43)C2c2nc3ccccc3n21 (stereo not given)	7	95	-0.1	-5	2	3	103	97	0
Cc1cc(C)cc(N(C(=O)c2snc(C(N)=O)c2N)C(C(=O)NCC2CCCO2)c2ccc(C)o2)c1 (stereo not given)	1	104	-0.5	12	7	-1	99	98	0
CCOc1ccc(N2CC(C(=O)Nc3ccc4c(c3)OCO4)CC2=O)cc1 (stereo not given)	2	96	0.5	5	4	-2	116	94	4
Cc1ccc(S(=O)(=O)NC(N)=NCCc2ccc(Cl)cc2)cc1C	4	·	-2.2	9	0	14	102	·	0
Brc1ccc2ncnc(Nc3ccc(N4CCOCC4)cc3)c2c1	6	94	-4.0	-6	-1	17	118	94	0
CN(C)c1ccc(/C=N/NC(=O)C[n+]2ccccc2)cc1	-1	91	0.8	7	4	26	101	83	0
COc1cc(C(c2c(O)nc(SC)[nH]c2=O)c2c(O)nc(SC)[nH]c2=O)cc(OC)c1OC	1	92	-1.8	10	5	3	104	99	2
CN1CC[C@]23c4ccccc4N[C@H]1[C@]21CCN(C)[C@H]3Nc2ccccc21	0	78	·	13	5	19	83	74	0
O=C(Cn1c(=O)oc2cc(S(=O)(=O)N3CCCC3)ccc21)NC1CCCCC1	3	100	-2.2	6	9	35	97	100	0
CCOC(=O)c1cccc(C2=CC(=O)CC(C)(C)C2)c1	-3	96	·	11	6	-13	100	96	1
CCOC(=O)C1(C)NC(c2ccccc2F)C2C(=O)N(CC)C(=O)C21 (stereo not given)	0	106	0.5	-4	-2	-2	107	100	1
COc1ccc(NC(=S)N(CCC(C)C)C(C)c2ccncc2)cc1 (stereo not given)	5	105	-0.1	11	9	-9	102	110	4
CCNC(=S)Nc1ccc(N2CCCCC2)cc1	1	93	-0.7	2	0	6	100	84	0
N#Cc1ccc(OCCN2C(=O)NC3(CCSC3)C2=O)cc1 (stereo not given)	-2	101	-0.2	-4	0	-1	112	98	0
CC1CCN(C(=O)CN2C(=O)c3ccccc3S2(=O)=O)CC1	-1	103	0.9	4	5	-4	104	105	0
COc1ccc(S(=O)(=O)N2CCC(C(=O)N3CCc4ccccc4C3)CC2)cc1Cl	5	97	-1.3	8	3	-1	94	95	0
COc1ccc(/C=C/C(=O)c2ccccc2)cc1COc1ccccc1F	1	112	-1.9	2	5	8	81	101	0
COc1ccc(CCNC(=O)C(=O)NCC2OCCN2S(=O)(=O)c2ccccc2)cc1OC (stereo not given)	2	99	-1.1	5	6	0	101	94	0
COc1ccccc1-n1cnc2cc(NS(=O)(=O)c3ccc(Br)cc3)ccc21	3	110	-0.1	12	7	-6	96	100	5
COc1ccc(OC)c(CN2CCN(C(=O)CNC(=O)c3ccc(C(C)(C)C)cc3)CC2)c1	0	105	·	3	8	7	99	106	0
COc1ccc(C(=O)N2CCN(C(=O)c3ccco3)CC2)cc1	0	101	1.4	-1	5	9	100	103	4

Already shown: an excerpt of the list.
SMILES	GLD-1 RNA inh	AGP1-GFP MLPCN	MEX-5 binding	MCL1 BIM primary	BCLXL inh	VLA-4 inh	Yeast superoxide	CIT2-GFP yeast	GRK2 inh
O=C1C2C3c4ccccc4C(c4ccccc43)C2c2nc3ccccc3n21 (stereo not given)	7	95	-0.1	-5	2	3	103	97	0
Cc1cc(C)cc(N(C(=O)c2snc(C(N)=O)c2N)C(C(=O)NCC2CCCO2)c2ccc(C)o2)c1 (stereo not given)	1	104	-0.5	12	7	-1	99	98	0
CCOc1ccc(N2CC(C(=O)Nc3ccc4c(c3)OCO4)CC2=O)cc1 (stereo not given)	2	96	0.5	5	4	-2	116	94	4
Cc1ccc(S(=O)(=O)NC(N)=NCCc2ccc(Cl)cc2)cc1C	4	·	-2.2	9	0	14	102	·	0
Brc1ccc2ncnc(Nc3ccc(N4CCOCC4)cc3)c2c1	6	94	-4.0	-6	-1	17	118	94	0
CN(C)c1ccc(/C=N/NC(=O)C[n+]2ccccc2)cc1	-1	91	0.8	7	4	26	101	83	0
COc1cc(C(c2c(O)nc(SC)[nH]c2=O)c2c(O)nc(SC)[nH]c2=O)cc(OC)c1OC	1	92	-1.8	10	5	3	104	99	2
CN1CC[C@]23c4ccccc4N[C@H]1[C@]21CCN(C)[C@H]3Nc2ccccc21	0	78	·	13	5	19	83	74	0
O=C(Cn1c(=O)oc2cc(S(=O)(=O)N3CCCC3)ccc21)NC1CCCCC1	3	100	-2.2	6	9	35	97	100	0
CCOC(=O)c1cccc(C2=CC(=O)CC(C)(C)C2)c1	-3	96	·	11	6	-13	100	96	1
CCOC(=O)C1(C)NC(c2ccccc2F)C2C(=O)N(CC)C(=O)C21 (stereo not given)	0	106	0.5	-4	-2	-2	107	100	1
COc1ccc(NC(=S)N(CCC(C)C)C(C)c2ccncc2)cc1 (stereo not given)	5	105	-0.1	11	9	-9	102	110	4
CCNC(=S)Nc1ccc(N2CCCCC2)cc1	1	93	-0.7	2	0	6	100	84	0
N#Cc1ccc(OCCN2C(=O)NC3(CCSC3)C2=O)cc1 (stereo not given)	-2	101	-0.2	-4	0	-1	112	98	0

The listing picks up, starting 2 compounds before the break.
SMILES	GLD-1 RNA inh	AGP1-GFP MLPCN	MEX-5 binding	MCL1 BIM primary	BCLXL inh	VLA-4 inh	Yeast superoxide	CIT2-GFP yeast	GRK2 inh
COc1ccc(OC)c(CN2CCN(C(=O)CNC(=O)c3ccc(C(C)(C)C)cc3)CC2)c1	0	105	·	3	8	7	99	106	0
COc1ccc(C(=O)N2CCN(C(=O)c3ccco3)CC2)cc1	0	101	1.4	-1	5	9	100	103	4
COc1ccccc1OCCC(=O)OCC(=O)NCc1ccc(F)cc1	5	99	·	·	·	18	104	104	1
CCC(C)NC(=O)C1CCN(CCCc2ccccc2)CC1 (stereo not given)	6	98	2.6	-3	-1	28	92	108	0
O=C1C(C=NCc2ccncc2)=C(O)c2ccccc21	-1	88	1.9	1	4	9	100	88	0
Cc1cccc(NC(=S)N2CCC(N(C)CC3CCCO3)CC2)c1C (stereo not given)	-2	89	2.6	9	-3	-5	106	106	0
Cc1ccc(C(=O)CSc2nnc(N)s2)c(C)c1	-2	86	-2.7	3	9	-20	94	93	0
CCC1Oc2ccc(C)cc2N(CC(=O)NCC2CCCO2)C1=O (stereo not given)	3	99	-1.0	3	1	10	111	108	1
COc1cc(-c2noc(-c3ccco3)n2)cc(OC)c1OC	-14	91	2.9	6	5	7	115	93	0
O=C(O)C1Cc2ccccc2CN1C(=O)c1ccccc1Cl (stereo not given)	-3	108	0.3	1	8	10	92	88	0
Cc1ccc(S(=O)(=O)N2CCOCC2)cc1NC(=O)COC(=O)c1cncc(Br)c1	8	93	·	·	·	4	81	91	11
CCOC(=O)c1cc(C(=O)c2ccccc2O)cn2c(=O)c3c(C)c(C)sc3nc12	-3	110	-0.6	0	7	-6	93	107	1
CC1CCCN(C(=O)CSc2nc3ncccc3[nH]2)C1 (stereo not given)	2	104	-1.1	-2	5	4	106	99	0
COc1ccc(CC2(CO)CCN(Cc3cnn(-c4ccc(F)cc4)c3)CC2)cc1	3	99	2.7	-6	-2	4	88	83	7
COc1ccc2cc(C(=O)NCc3ccccc3)[nH]c2c1	·	96	-4.1	·	·	1	93	97	0
CN(C)CCOc1nc(-c2ccccc2)nc2c1oc1ccccc12	-1	89	2.8	6	3	3	98	89	0
COc1cccc(NC(=O)CN(C)C(=O)c2ccccc2CCc2ccccc2)c1	2	100	2.8	0	4	5	105	99	0
CN(C)CCCNC(=O)c1ccc(CN(c2ccccc2)S(C)(=O)=O)cc1	5	102	0.7	4	6	8	98	95	1
CCN(CC)CCCNC(=O)C1CCC(CNS(=O)(=O)c2ccc(Cl)cc2)CC1 (stereo not given)	-6	98	-0.7	5	2	9	98	98	0
Cc1cnc(NC(=O)CSc2nc3ccccc3s2)s1	-7	87	0.4	5	1	10	97	87	3
Cc1ccc(S(=O)(=O)N2CCCCC2)cc1C(=O)N(C)CC(=O)Nc1cccc(F)c1	6	109	-0.2	8	6	36	105	113	1
COc1cc(/C=C2/SC(=O)N(CC(=O)N3CCCC3)C2=O)ccc1Oc1ccc([N+](=O)[O-])cn1	-6	94	1.6	29	5	3	92	·	0
O=C1CCC(=O)N1c1ccc(CSc2nc3ccccc3[nH]2)cc1	-2	88	0.5	8	7	3	68	92	2
Cc1cccc(C)c1OCCNC(=O)CCC(=O)c1ccccc1	3	94	2.1	-3	3	-1	102	97	0
CC(=O)N1CCc2cc(S(=O)(=O)NC(C(=O)NC3CCCc4ccccc43)C(C)C)ccc21 (stereo not given)	-12	106	0.0	-5	3	2	110	105	0
FC(F)C(F)(F)C1=CC(c2cccs2)=NCCN1	0	102	-3.6	-5	0	-7	104	97	2
CCOc1ccc(N(CC(=O)NCCSCc2ccc(Cl)cc2)S(C)(=O)=O)cc1	5	95	-4.3	7	7	15	115	98	0

New compounds follow.
SMILES	GLD-1 RNA inh	AGP1-GFP MLPCN	MEX-5 binding	MCL1 BIM primary	BCLXL inh	VLA-4 inh	Yeast superoxide	CIT2-GFP yeast	GRK2 inh
O=C(c1cccc(C(F)(F)F)c1)C1CCCN(C(=O)CCCN2CCCC2=O)C1 (stereo not given)	10	93	-3.6	12	5	3	86	100	0
CCOC(=O)c1cc(CC)sc1/N=C/C1=C(O)CCCC1=O	5	97	-0.6	8	8	0	78	98	1
COCCNCCCOc1ccc(C)cc1Br	2	88	2.2	3	0	2	84	97	3
O=C(CC1CCCCC1)N1CCN(c2ccccn2)CC1	-8	103	2.2	1	5	6	102	96	0
O=C(CSc1ccccn1)N1CCN(c2ccccc2)CC1	2	99	-1.1	-1	6	-2	112	91	4
Cc1cc(/C=N/NC(=O)COc2cccc3cccnc23)c(C)n1-c1ccc(O)cc1	-1	99	-9.0	9	3	-10	93	101	0
COc1ccc(-c2cc(-c3nnc(COC(=O)C4CC4C)o3)c3ccccc3n2)cc1OC (stereo not given)	-3	103	0.8	1	5	4	97	111	5
O=S(=O)(c1ccccc1)c1nc(-c2ccccc2F)oc1NCc1cccnc1	-2	92	-1.1	-7	-11	14	101	90	9
CCCN(CCC)C(=O)Nc1ccc(F)cc1F	-1	97	2.1	-2	6	6	102	106	0
O=C(Cn1cnc2ccccc21)OCC(=O)N1CCc2ccccc2C1	3	104	-1.8	4	7	7	103	·	0

Source: PubChem BioAssay
